High-throughput results (PubChem BioAssay)
SRC1 TRFRET art: TR-FRET detection interference compounds, primary screen, artefact control for PPARgamma SRC-1 recruitment agonists, biochemical, TR-FRET emission ratio; TR-FRET detection artefact counter-screen; active compounds read high; TR-FRET ratio at 8 µM; actives 0.34% (n = 99,000); in the data active = TR-FRET ratio above about 2300; note: inactives centre near 1800
SRC3 TRFRET art: TR-FRET detection interference compounds, artefact control for PPARgamma SRC-3 recruitment agonists, biochemical, TR-FRET ratio; TR-FRET artefact counter-screen, PPARgamma/SRC-3 format; active compounds read high; TR-FRET ratio at 8 µM; actives 0.39% (n = 99,000); in the data active = TR-FRET ratio above about 2000; note: inactives centre near 1600
An asterisk follows results filed as active.

Every second line gives: SRC3 TRFRET art, SRC1 TRFRET art
- CCCCCCSc1nsc(NC(=O)CC(C)C)n1
 : 1443, 1735
- COc1ccc(-n2nc(C(=O)NCC(=O)NCC3COc4ccccc4O3)c3ccccc3c2=O)cc1OC (stereo unspecified)
 : 1447, 1625
- CCC(C)c1ccc(S(=O)(=O)N2CC(=O)Nc3ccccc32)cc1 (stereo unspecified)
 : 1530, 1714
- CCn1c2ccccc2c2cc(NC(=O)CSc3nccc(=O)[nH]3)ccc21
 : 1750, 2209
- CSc1nc(Cc2ccccc2)nc2ccccc12
 : 1576, 1668
- Cc1cc(C(=O)COC(=O)c2ccc([N+](=O)[O-])o2)c(C)n1CC1CCCO1 (stereo unspecified)
 : 1376, 1727
- COc1cc(O)cc2occ(-c3ccc(O)cc3)c(=O)c12
 : 1692, 2029
- COc1ccc(C(=O)Nc2ncc3c(n2)CC(C)CC3=O)cc1 (stereo unspecified)
 : 1849, 1922
- Cc1ccc(S(=O)(=O)c2ccc(-n3nc(C)cc3N)cc2)cc1
 : 1556, 1604
- O=C(NCC1CCCO1)c1cc2ccccc2nc1Cl (stereo unspecified)
 : 1657, 1835
- CC1CN(C(=O)c2cc3cc([N+](=O)[O-])ccc3oc2=O)CC(C)O1 (stereo unspecified)
 : 1702, 1675
- COc1ccc(-c2cc(C(F)F)n3ncc(C(=O)Nc4ccc(C(=O)N5CCOCC5)cc4)c3n2)cc1
 : 1747, 1897
- CCCCCCCCCC(=O)Nc1cccnc1
 : 1769, 1740
- CC(C)c1ccccc1-n1c(SCC(=O)c2ccc3c(c2)NC(=O)CO3)nc2ccccc2c1=O
 : 2760*, 2916*
- COc1ccccc1N=Cc1c(C)c(C#N)c2[nH]c3ccccc3n2c1=O
 : 1572, 1699
- CCOC(=O)c1c(NC(=S)Nc2cc([N+](=O)[O-])ccc2OC)sc2c1CCCCC2
 : 1525, 1718
- Cc1ccc(-c2noc(-c3ccccc3F)n2)cc1
 : 1640, 1537
- CCc1cccc(NS(=O)(=O)c2ccc3c(c2)NC(=O)CC(=O)N3)c1
 : 1842, 1902
- O=C(COc1ccc(Cl)cc1Cl)Nc1nnc(C2=COCCO2)o1
 : 1501, 1887
- O=C(CCCn1c(=O)c2ccccc2n(Cc2cccc(F)c2)c1=O)NC1CCN(Cc2ccccc2)CC1
 : 1583, 1586
- CCN1/C(=C/C=C/C=C/c2sc3ccccc3[n+]2CC)Sc2ccccc21
 : 13609*, 14504*
- COc1ccc(C(C)=O)cc1COC(=O)c1ccc2ccccc2n1
 : 1692, 1577
- CC(C)OC(=O)c1ccccc1C(=O)c1ccc(N)c([N+](=O)[O-])c1
 : 1507, 1832
- CCC(C)NC(=O)Nc1ccc(Br)cc1 (stereo unspecified)
 : 1790, 1900
- COc1ccc(NC(=O)CC2C(=O)N(c3ccc(OC)cc3)C(=O)N2CCc2cccs2)cc1 (stereo unspecified)
 : 1617, 1678
- COc1ccc(CCN2CN(S(=O)(=O)c3ccccc3)c3nc4ccccc4nc32)cc1OC
 : 1518, 1663
- Cc1cc(N2C(=O)C3C4CCC(C4)C3C2=O)no1 (stereo unspecified)
 : 1684, 1931
- CCS(=O)(=O)N1Cc2ccccc2CC1C(=O)Nc1nnc(SCc2ccc(C#N)cc2)s1 (stereo unspecified)
 : 1470, 1706
- Cc1cccc(NC(=S)NC2CCCC2)n1
 : 1707, 1901
- C=CCN1C(=O)NC2(CCCCC2)C1=O
 : 1671, 1664

Another view of part of the listing above:
COc1ccc(C(C)=O)cc1COC(=O)c1ccc2ccccc2n1
  SRC3 TRFRET art = 1692	SRC1 TRFRET art = 1577
CC(C)OC(=O)c1ccccc1C(=O)c1ccc(N)c([N+](=O)[O-])c1
  SRC3 TRFRET art = 1507	SRC1 TRFRET art = 1832
CCS(=O)(=O)N1Cc2ccccc2CC1C(=O)Nc1nnc(SCc2ccc(C#N)cc2)s1 (stereo unspecified)
  SRC3 TRFRET art = 1470	SRC1 TRFRET art = 1706
C=CCN1C(=O)NC2(CCCCC2)C1=O
  SRC3 TRFRET art = 1671	SRC1 TRFRET art = 1664

More entries:
Every second line gives: SRC3 TRFRET art, SRC1 TRFRET art
- CCOC(=O)CC1CCCCN1Cc1cn[nH]c1-c1ccc(F)cc1F (stereo unspecified)
 : 1779, 1814
- CO/N=C/C(C#N)=C/c1cc(C(=O)c2ccccc2)cn1C
 : 1463, 1849
- Cc1ccsc1/C=N/NC(=O)CNC(=O)c1ccc(S(=O)(=O)N2CCOCC2)cc1
 : 1750, 1888
- Cc1c(C(=O)NCCCN2CCOCC2)sc2nc(-c3ccccc3)cn12
 : 1537, 1810
- S=c1[nH]nc(-c2cccnc2)n1/N=C/c1ccc(Br)s1
 : 1402, 2087
- O=C(CCn1cnnn1)Nc1ccccc1
 : 1590, 1630
- CN(C(=S)NC1CCCCC1)C1(c2ccccc2Cl)CCCCC1=O (stereo unspecified)
 : 1644, 1617
- CC1(C)NC(=O)N(CCCCOc2ccc(Cl)cc2C=O)C1=O
 : 1551, 1972
- Cc1ccc(/C=N/NC(=O)CSc2nc3ccccc3o2)cc1
 : 1416, 1622
- Fc1ccc(N=c2ssnc2Cl)c(F)c1
 : 1789, 2046

Molecules listed so far that have a nitro group on carbon (4):
Every second line gives: SRC3 TRFRET art, SRC1 TRFRET art
- Cc1cc(C(=O)COC(=O)c2ccc([N+](=O)[O-])o2)c(C)n1CC1CCCO1 (stereo unspecified)
 : 1376, 1727
- CC1CN(C(=O)c2cc3cc([N+](=O)[O-])ccc3oc2=O)CC(C)O1 (stereo unspecified)
 : 1702, 1675
- CCOC(=O)c1c(NC(=S)Nc2cc([N+](=O)[O-])ccc2OC)sc2c1CCCCC2
 : 1525, 1718
- CC(C)OC(=O)c1ccccc1C(=O)c1ccc(N)c([N+](=O)[O-])c1
 : 1507, 1832

Later entries.
Every second line gives: SRC3 TRFRET art, SRC1 TRFRET art
- C#CCNC(=O)C1=C[C@H](c2ccc3c(c2)OCO3)C[C@H](OCc2ccc(CO)cc2)O1
 : 1580, 1713
- O=C(Nc1ccccc1N1CCOCC1)c1ccc(Cl)c(S(=O)(=O)NCc2ccco2)c1
 : 1408, 1632
- O=C(O)c1cc(=O)c2c(OCC(O)COc3cccc4oc(C(=O)O)cc(=O)c34)cccc2o1
 : 1707, 1803
- CCCC1(C)NC(=O)c2ccccc2O1 (stereo unspecified)
 : 1396, 1669
- O=C(/C=C/c1cccc([N+](=O)[O-])c1)NC(=S)Nc1cccc(NC(=O)c2ccccc2Cl)c1
 : 1414, 1675
- Cc1cccc(CCNC(=O)CCS(=O)(=O)c2ccc(Br)cc2)c1
 : 1452, 1845
- COc1cc(/C=C/C(=O)OCC(=O)N2CCCCCC2)ccc1OCC#N
 : 1627, 1833
- CCOc1ccccc1NC(=O)c1cc(C(=O)c2cc(Br)ccc2O)coc1=N
 : 1619, 1743
- CCOC(=O)c1cnc2c(C)c(Cl)ccc2c1Nc1ccc(S(=O)(=O)Nc2ncccn2)cc1
 : 1661, 1789
- CNC(=O)c1[nH]cnc1C(=O)N[C@@H](C)C(=O)OC(C)(C)C
 : 1525, 1974
- Cc1ccn(C(=O)c2ccc(NC(=O)C3CC3)cc2)n1
 : 1652, 1914
- CCCC(=O)Nc1ccc(C(=O)N/N=C/c2ccc[nH]2)cc1
 : 1683, 1642
- CCN(CC)c1ccc(CNc2nc3ccccc3n2CCN2CCOCC2)cc1
 : 1765, 1720
- CC(C)C[C@H](NC(=O)c1nc[nH]c1C(=O)NCCCCCNC(=O)OC(C)(C)C)C(=O)OC(C)(C)C
 : 1617, 1834
- OCC1(Cc2ccccc2C(F)(F)F)CCN(Cc2cccc3cnccc23)CC1
 : 1529, 1580
- Cc1c(NC(=O)C(C)OC(=O)/C=C/c2ccc3c(c2)OCO3)c(=O)n(-c2ccccc2)n1C (stereo unspecified)
 : 1357, 1881
- O=C(NC1CCCCCC1)c1cc(=O)[nH]c2ccc(S(=O)(=O)N3CCOCC3)cc12
 : 1381, 1581
- COc1ccc(-n2c(SCC(=O)Nc3ccc([N+](=O)[O-])cc3OC)nc3ccccc32)cc1
 : 1435, 1756
- COc1ccc(Cn2nnnc2CN2CCCCCC2)cc1
 : 1632, 1691
- O=C(O)CC1SC(=Nc2ccc(O)cc2)NC1=O (stereo unspecified)
 : 1707, 1880
- O=C(COC(=O)c1ccccc1C(=O)c1ccccc1)Nc1cccc([N+](=O)[O-])c1
 : 1554, 1935
- Cc1c(C(=O)N/N=C/c2ccc(-c3ccccc3[N+](=O)[O-])o2)sc(N)c1C#N
 : 1790, 2032
- CCN(CC)c1ccc(NC(=O)c2ccc(NC(=O)C3CCCO3)cc2)c(C)c1 (stereo unspecified)
 : 1789, 1597
- Cc1cc(C)cc(NC(=S)N(Cc2cccc(Br)c2)CC2CCC(C(=O)O)CC2)c1 (stereo unspecified)
 : 1664, 1877
- CCOC(=O)c1c(C)[nH]c2ccc(O)cc12
 : 1659, 1779
- NNC(=O)c1nnn(-c2nonc2N)c1CN1CCc2ccccc2C1
 : 1708, 1906
- Cc1ccc(C2(c3noc(CN(C)Cc4cccnc4)n3)CCCC2)cc1
 : 1448, 1818
- O=C(COc1ccccc1-c1ccccc1)N/N=C/c1ccccn1
 : 1181, 1664
- O=S(=O)(N/N=C/c1ccc(N2CCOCC2)cc1)c1ccccc1
 : 1601, 1930
- COC(CNC(=O)CNC(=S)N(CCCN1CCOCC1)Cc1cccs1)OC
 : 1607, 1939
- Cc1ccc(-n2nc3c(=O)n(CC(=O)c4ccc(F)cc4)nc(C)c3c2C)cc1
 : 1540, 1826
- COc1ccc(/C(O)=C2/C(=O)C(=O)N(c3ncccn3)C2c2ccc(C(C)(C)C)cc2)cc1 (stereo unspecified)
 : 1637, 2025
- COc1ccc(N2CCN(C(=O)C3CC(O)CN3S(=O)(=O)c3ccc([N+](=O)[O-])cc3)CC2)cc1 (stereo unspecified)
 : 1582, 1689
- CC(C)(C)c1ccc(C(=O)NNC(=S)NCC2CCCO2)cc1 (stereo unspecified)
 : 1509, 1571
- Clc1ccc(-c2nnc(CSc3nnc(-c4cccs4)n3Cc3ccccc3)o2)cc1
 : 1747, 1835
- Clc1ccc(-c2cn3c(n2)SCC3)cc1
 : 1819, 1956
- COC(=O)/C=C\C(=O)Nc1cccc([N+](=O)[O-])c1
 : 1515, 1542
- O=C1CC(c2ccc(F)cc2)SC(N(c2ccccc2)c2ccccc2)=N1 (stereo unspecified)
 : 1588, 1781
- Oc1c(C=C2N=c3ccccc3=N2)sc(=S)n1-c1ccc(F)cc1
 : 1376, 1611
- CCN(CCn1cccn1)C(=O)CC1C(=O)NCCN1Cc1cccc(OC)c1OC (stereo unspecified)
 : 1615, 1618
- CCOC(=O)/C(C#N)=C/c1cn(CCOc2ccccc2)c2ccccc12
 : 1743, 1794
- CC(C)C(=O)N1CCN(c2ccc(NC(=O)c3ccc([N+](=O)[O-])o3)cc2)CC1
 : 1517, 1655
- COc1ccc(Cn2nnc3c(=O)[nH]c(C(=O)NCCc4ccc(F)cc4)nc32)cc1OC
 : 1310, 1632
- Cc1ccccc1-c1nc(SCc2cccnc2)c2c(=O)n(C)c(=O)n(C)c2n1
 : 1470, 1599
- Brc1ccc(OCc2nnc(SCC3CCCCC3)o2)cc1
 : 1452, 1745
- Cc1sccc1/C=N/NC(=O)c1cccc2ccccc12
 : 1745, 1759
- Cc1c(=O)n(OCc2ccc(Cl)cc2)c2ccccc2[n+]1[O-]
 : 1342, 1775
- O=C(CCl)NCCCCCCCCCNC(=O)CCl
 : 1521, 1676
- Cc1cccc(CN2CCSc3sccc3C2=O)c1
 : 1811, 1983
- COc1cc(/C=C\C(=O)NCc2ccc3c(c2)cc(C)n3C)cc(OC)c1OC
 : 1583, 1886

Remaining list, next part
Every second line gives: SRC3 TRFRET art, SRC1 TRFRET art
- CCCCOc1cccc(OCC(=O)Nc2nc3ccccc3[nH]2)c1
 : 1355, 1504
- Cc1nnc(SCC(=O)Nc2ccc3c(c2)OCO3)n(N)c1=O
 : 1519, 1864
- Nc1ncc2c(n1)-c1cc(Cl)ccc1SC2
 : 1607, 1715
- O=C1NC2(CCCCC2)C(=O)N1CCN1C(=O)c2ccccc2C1=O
 : 1583, 1779
- CCn1c(CCc2nc3ccccc3[nH]2)n[nH]c1=S
 : 1532, 1738
- CC(=O)Nc1ccc(NC2=C(Cl)C(=O)c3ccccc3C2=O)cc1
 : 1654, 1669
- COc1ccc(S(=O)(=O)N2CCc3ccccc32)cc1C(=O)NCCc1ccccn1
 : 1627, 1987
- Cc1cc2c(c(=O)n1CCc1ccccc1)C(C(C)C)C(C#N)=C(N)O2 (stereo unspecified)
 : 1637, 1852
- COC(=O)Nc1ccc(S(=O)(=O)N2CCCC(C(=O)NC3CCCCC3)C2)cc1 (stereo unspecified)
 : 1465, 1909
- Cc1cccc(N2CC(O)(c3cccs3)[N+]3=C2CCCC3)c1C (stereo unspecified)
 : 1537, 1938
- O=C1c2ccccc2C(=O)N1/N=C/c1ccc(O)c(O)c1
 : 1579, 1783
- COC(=O)C1=C(C(=O)OC)C(c2ccc(OC)c(OC)c2)c2sc(=O)[nH]c2S1 (stereo unspecified)
 : 1380, 1759
- Cc1ccc(C)c(NC(=O)COC(=O)c2ccc3c(c2)OCO3)c1
 : 1715, 1946
- CCN1C(=O)c2cccc3c(S(=O)(=O)N(C(=O)c4ccncc4)c4ccc(OC)cc4)ccc1c23
 : 1486, 1786
- O=C(/C=C/c1ccc(Cl)c([N+](=O)[O-])c1)Nc1ccc(NC(=O)c2ccco2)cc1
 : 1569, 1757
- O=C(Nc1nc(-c2cccs2)cs1)C1=COCCO1
 : 1424, 1753
- Cc1ccc(NC(=S)N(CCCN2CCOCC2)Cc2cccnc2)cc1C
 : 1338, 1788
- N#Cc1ccsc1NC(=O)c1cccc([N+](=O)[O-])c1
 : 1686, 2024
- COc1ccc(CCn2ccc(O)c(Cc3ccc(Cl)cc3)c2=O)cc1OC
 : 1693, 1953
